HEK293 NOD2/NF-kB = inhibition of NOD2-driven NF-kB reporter – cell-based, luminescence, uHTS, HEK293 (AID 1566) | 0.63% of 290,000 active | HEK293 NOD2/NF-kB luciferase reporter, luminescence; higher % means a stronger effect | inhibition, % at 4 µM, or EC50 in µM where a hit was titrated; further: many of its hits are not listed in these tables
PMI inhibitors = inhibitors of human PMI, primary screen, biochemical, fluorescence intensity, coupled assay (AID 1209); purified PMI enzyme, coupled fluorescence intensity; higher % means a stronger effect; 0.42% of 190,000 active; inhibition, % at 20 µM; hits with a dose series show IC50 in µM;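 further: plate controls were DMSO vehicle for no effect and wells lacking substrate for full effect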
XIAP displacement = small molecules displacing peptide from XIAP – biochemical, IAP family, fluorescence polarization (AID 1018). displacement, % at 20 µM, or IC50 in µM where a hit was titrated. 0.007% of 200,000 active. XIAP BIR domain, fluorescence polarization peptide displacement; higher % means a stronger effect; in the data active means displacement above about 50%; further: a part of the inactive calls stands beside numbers as strong as those of hits
TNAP activation fold = human TNAP enzyme activators, primary screen, biochemical, luminescent, no phosphate acceptor, uHTS (AID 1001). 0.03% of 200,000 active. one-dose activation fold at 20 µM; EC50 in µM for titrated hits. purified TNAP, luminescent activation assay, no phosphate acceptor; higher activation fold means a stronger effect; in the data active means activation fold from about 3, or a potency from the dose series; inactive means the rest, 99 in 100 with activation fold below about 1.6; further: many of its hits are not listed in these tables
KOR beta-arrestin-1 = kappa opioid receptor activators – cell-based, luminescence, uHTS, primary screen (AID 1777). KOR beta-arrestin recruitment, luminescence; higher % means a stronger effect. one-dose activation, % at 10 µM; EC50 in µM for titrated hits. 0.02% of 280,000 active; in the data active means activation above about 50%, passing the limit was not always enough; further: a part of the inactive calls stands beside numbers as strong as those of hits
KOR beta-arrestin-2 = KOR antagonists, beta-arrestin recruitment, cell-based, luminescence, uHTS (AID 1778); KOR beta-arrestin recruitment, luminescence, antagonist mode; higher % means a stronger effect; 0.091% of 290,000 active; one-dose inhibition, % at 10 µM; IC50 in µM for titrated hits; further: strong numbers were not always called active
human PMI inhibitors = human PMI inhibitors, high substrate, primary screen, biochemical, fluorescence intensity, high mannose 6-phosphate (AID 1220). recombinant PMI enzyme, coupled fluorescence intensity; higher % means a stronger effect. one-dose inhibition, % at 20 µM; IC50 in µM for titrated hits. 0.66% of 190,000 active
LYP inhibition = inhibitors of LYP phosphatase, biochemical, fluorescence intensity, uHTS (AID 1779) | recombinant LYP phosphatase, fluorescence intensity; higher % means a stronger effect | inhibition, % at 11.5 µM; hits with a dose series show IC50 in µM | 0.054% of 290,000 active;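 further: plate controls were vehicle with enzyme for no effect and no enzyme for full effect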
NOD1 NF-kB reporter = inhibition of NOD1-driven NF-kB reporter – cell-based, luminescence, uHTS, primary screen (AID 1578) | NOD1-driven NF-kB luciferase reporter cells, luminescence; higher % means a stronger effect | inhibition, % at 4 µM, or EC50 in µM where a hit was titrated | 1% of 290,000 active; in the data active means inhibition mostly above about 36%, no sharp cut-off; inactive means mostly below about 34%;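 further: HEK-293T reporter cells stimulated with the NOD1 agonist gamma-tri-DAP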
* = called active by the depositor; nt = not tested or not shown; [ ] = another dose, or the depositor's remark. Unless noted, no stated cut-off is given here; in the data, active means inhibition above about 50%; inactive means the rest. Some of the compounds tested, so the mix of outcomes need not match the whole.

#	HEK293 NOD2/NF-kB	PMI inhibitors	XIAP displacement	TNAP activation fold	KOR beta-arrestin-1	KOR beta-arrestin-2	human PMI inhibitors	LYP inhibition	NOD1 NF-kB reporter	molecule
1	7%	nt	-6.9%	1.1	nt	-47%[20 µM]	nt	-5%	-28%	CCCNS(=O)(=O)c1ccc(-n2cnnn2)c(OC)c1
2	-2%	-70%	-4.4%	1.1	-9.0%	10%	-112%	-4%	-21%	COc1ccc(-n2c3c(cc(C(=O)NNc4ccccc4)c2=O)C(=O)CC(C)(C)C3)cc1
3	1%	nt	nt	nt	-1.4%	-18%[20 µM]	nt	-11%	-12%	COC(=O)[C@H]1C[C@@H]1[C@H](N)c1ccccc1
4	-5%	8%	-5.8%	1.2	-2.9%	12%	7%	-3%	-29%	Cc1csc(SC(C)C(=O)Nc2ccc3c(c2)OCCO3)n1 (stereo not given)
5	23%	18%	-0.5%	1	5.1%	8.2µM*	-5%	-5%	10%	CCC(=O)OCCNc1cc(Sc2nc3ccccc3s2)c2nonc2c1[N+](=O)[O-]
6	7%	-2%	-3.9%	1.2	-1.6%	24%	-1%	-9%	-16%	COC(=O)Nc1ccc(S(=O)(=O)N2CCCCC2C(=O)NCc2ccco2)cc1 (stereo not given)
7	-22%	6%	2.7%	1.1	-5.1%	-18%	5%	-3%	-33%	CC(=O)c1coc2c1cc(O)c1ccccc12
8	-9%	4%	0.3%	1.2	-0.8%	20%	7%	-3%	-35%	COc1cc(-n2c(N)c(C(=O)NCc3ccco3)c3nc4ccccc4nc32)cc(OC)c1OC
9	-1%	nt	nt	nt	-4.0%	-4%	nt	2%	-25%	COc1ccc(N(C)S(=O)(=O)c2ccc3c(c2)CC(C)N3C(=O)C2CC2)c(OC)c1 (stereo not given)
10	12%	nt	nt	nt	2.7%	28%	nt	-8%	-22%	CN(Cc1ccccc1)C(=O)CCS(=O)(=O)c1ccc2c(c1)oc(=O)n2C
11	2%	nt	nt	nt	-5.2%	-4%	nt	0%	-13%	Cc1coc2cc3oc(=O)c(CCC(=O)NCC(=O)O)c(C)c3cc12
12	-21%	4%	-4.3%	0.5	0.3%	28%	3%	-7%	-30%	CCCC(=O)n1nc(-c2ccc(Cl)cc2)nc1SC
13	12%	nt	nt	nt	1.6%	-4%	nt	-7%	-3%	CCOc1ccc(Cl)cc1CNCCCSc1nc(C)cc(C)n1
14	8%	9%	-21%	1.2	-1.3%	18%	-4%	-7%	-19%	Cc1ccccc1NC(=S)N(C)Cc1cn(C)c2ccccc12
15	12%	6%	0.3%	1.1	-4.6%	-36%[20 µM]	8%	-5%	-23%	CCSc1nnc(NC(=O)C2C3CCC(C3)C2C(=O)O)s1 (stereo not given)
16	0%	nt	nt	nt	3.0%	-65%[20 µM]	nt	-8%	-11%	CCCOc1ccc(Cc2c(O)nc(SC)[nH]c2=O)cc1
17	-1%	-2%	-4.2%	1.1	0.7%	0%	-1%	-7%	-2%	COc1ccccc1NC(=O)C1=C(C)Nc2nnnn2C1c1ccncc1 (stereo not given)
18	-18%	5%	-2.0%	1.6	2.2%	-10%	-1%	7%	-16%	Cc1cc2nc(CCN(C(=S)NCC3CCCO3)C3CCCC3)[nH]c2cc1C (stereo not given)
19	15%	-1%	-5.7%	1	6.1%	-26%	3%	-4%	-23%	O=C1N(CCCN2C(=O)C3(OCCO3)c3ccccc32)c2ccccc2C12OCCO2
20	-12%	-9%	-5.1%	1.1	4.7%	-44%	-2%	0%	-71%	O=C(CNCC1CCCCC1)Nc1cccc(S(=O)(=O)N2CCOCC2)c1
21	17%	nt	nt	nt	-3.2%	13%	nt	-6%	-8%	COc1ccc(Oc2cccc(Cl)c2CNC(=O)CC(C)(C)CC(=O)O)cc1
22	13%	-7%	-2.1%	1.1	3.9%	-15%	-11%	-10%	-23%	CCCOc1cccc(C2/C(=C(/O)c3ccccc3)C(=O)C(=O)N2CCN(C)C)c1 (stereo not given)
23	15%	2%	-8.2%	1.4	19%	-56%	-10%	1%	5%	CC1C(c2ccccc2)N(C)C(c2ccccc2)C(C)C1(O)C#Cc1ccccc1 (stereo not given)
24	5%	-4%	-4.1%	0.9	-6.6%	-12%	0%	-5%	-10%	CC1CC(=O)Nc2ccccc2N1S(=O)(=O)c1cccc(Cl)c1 (stereo not given)
25	-1%	-7%	-0.5%	1.1	0.9%	-19%	-8%	4%	-17%	C=CCSc1nnc(-c2c[nH]c3ccccc23)n1CCOC
26	-8%	-54%	-7.6%	1	4.5%	6%	-102%	6%	-7%	O=C(Nc1ccc(Cl)cc1)[C@@H]1[C@@H]2C(=O)N(c3ccc4ccccc4c3)C(=O)[C@@H]2[C@H]2C=CC=NN21
27	8%	nt	nt	nt	2.0%	22%	nt	-7%	32%	CCN(CC)c1ccc(N=CN2CCOCC2)cc1
28	10%	-2%	-14%	1	-2.3%	nt	-2%	-3%	1%	COc1ccc(NC(=O)c2cncc(Br)c2)cc1S(=O)(=O)N1CCCCC1
29	-5%	nt	nt	nt	-3.0%	8%	nt	-3%	7%	CN(C)c1ccc(CNCCC(Cc2ccccc2)c2ccco2)cc1 (stereo not given)
30	17%	-15%	0.4%	1.6	5.0%	11%	-4%	-2%	-22%	O=C(NN=C1CCCC1)c1ccc([N+](=O)[O-])cc1
31	9%	-2%	0.3%	1.1	1.3%	-48%	-1%	-2%	1%	CN(C)S(=O)(=O)c1ccc2oc(SCC(N)=O)nc2c1
32	7%	-26%	-3.1%	1.1	-2.4%	13%	-32%	-11%	-21%	CC(NC(=O)CN1CCc2ccccc21)c1ccccc1 (stereo not given)
33	-8%	23%	-5.1%	1	-3.7%	45%	21%	-1%	-50%	Nc1cc([N+](=O)[O-])ccc1O
34	-25%	nt	nt	nt	-1.0%	-36%[20 µM]	nt	-9%	-44%	O=C(Nc1cccc(F)c1)Nc1ccc(Cl)cn1
35	4%	nt	nt	nt	-5.9%	8%	nt	-2%	0%	O=S(=O)(Nc1ccc(Cl)cc1)c1cccc2cccnc12
36	-29%	4%	-1.6%	1.1	-0.7%	-18%	-13%	-6%	-5%	COc1c(Br)cc2c(C)c(C(=O)N3CCOCC3)oc2c1Br

Part of the list above, reformatted:
31) CN(C)S(=O)(=O)c1ccc2oc(SCC(N)=O)nc2c1
32) CC(NC(=O)CN1CCc2ccccc21)c1ccccc1 (stereo not given)
33) Nc1cc([N+](=O)[O-])ccc1O
34) O=C(Nc1cccc(F)c1)Nc1ccc(Cl)cn1
35) O=S(=O)(Nc1ccc(Cl)cc1)c1cccc2cccnc12
compound no. | 31 | 32 | 33 | 34 | 35
HEK293 NOD2/NF-kB | 9% | 7% | -8% | -25% | 4%
PMI inhibitors | -2% | -26% | 23% | nt | nt
XIAP displacement | 0.3% | -3.1% | -5.1% | nt | nt
TNAP activation fold | 1.1 | 1.1 | 1 | nt | nt
KOR beta-arrestin-1 | 1.3% | -2.4% | -3.7% | -1.0% | -5.9%
KOR beta-arrestin-2 | -48% | 13% | 45% | -36%[20 µM] | 8%
human PMI inhibitors | -1% | -32% | 21% | nt | nt
LYP inhibition | -2% | -11% | -1% | -9% | -2%
NOD1 NF-kB reporter | 1% | -21% | -50% | -44% | 0%

New compounds follow:
#	HEK293 NOD2/NF-kB	PMI inhibitors	XIAP displacement	TNAP activation fold	KOR beta-arrestin-1	KOR beta-arrestin-2	human PMI inhibitors	LYP inhibition	NOD1 NF-kB reporter	molecule
37	-1%	-9%	-3.5%	1.1	-0.2%	-25%	-8%	-6%	-27%	O=C(CSc1nn(-c2ccc(F)cc2)c(=S)s1)NCC1CCCO1 (stereo not given)
38	17%	0%	-8.8%	1.1	-2.5%	6%	0%	-7%	-3%	CCC(C)N1C(=O)c2ccccc2C1C(=O)NC1CCCCCC1 (stereo not given)
39	8%	4%	-6.6%	1	-5.8%	-4%	2%	-2%	-22%	Cc1cc(NC(=O)CCCn2nc([N+](=O)[O-])cc2C)no1
40	-44%	10%	-13%	1.1	-1.3%	-29%	3%	5%	-37%	CCOC(=O)c1ccc(NC(=O)COc2ccc(CNC3CCCCC3)cc2OC)cc1
41	9%	9%	-5.4%	1	-6.2%	-31%	-5%	-5%	8%	CCC(CC)NC(=O)Nc1ccc(F)cc1F
42	2%	7%	-3.7%	1	1.9%	-35%	-2%	-2%	-8%	CC(C)(C)OC(=O)NCCc1nnc(SCc2c(Cl)cccc2Cl)o1
43	-2%	nt	nt	nt	-0.7%	-22%	nt	-5%	-23%	Cc1ccc(NC(=O)N2CCC(NC(=O)c3cccc(F)c3)CC2)cc1
44	-10%	nt	nt	nt	6.1%	-15%	nt	3%	-11%	Cc1cc(Nc2ccc(N3CCOCC3)cc2)c2cccc(C)c2n1
45	12%	nt	nt	nt	2.5%	-5%	nt	-2%	-11%	Cc1c(C(=O)N(C)C2CCCCC2)sc2ncnc(N3CCN(c4ccccc4F)CC3)c12
46	16%	2%	-5.7%	1.6	-0.2%	-4%	-3%	-1%	2%	CCCCc1n[nH]c(=S)n1Cc1ccc(Cl)cc1
47	-22%	nt	nt	nt	-3.9%	40%	nt	-2%	-1%	O=C(N/N=C/c1c[nH]c2ccccc12)c1cccc(Cl)c1
48	-1%	6%	-0.8%	1.3	-1.0%	-12%	1%	-8%	nt	CCOC(=O)CSCC(=O)Nc1cc(C)ccc1C
49	-40%	nt	nt	nt	-3.8%	-23%[20 µM]	nt	2%	-44%	CC(C)(CCC(=S)N1CCOCC1)C1CCCCC1
50	-6%	8%	-3.6%	1.1	1.7%	-49%[20 µM]	11%	-7%	-12%	COc1ccc(C(C#N)c2ccc(=O)[nH]n2)cc1 (stereo not given)
51	-20%	2%	-1.9%	1.1	2.7%	8%	-3%	-6%	-18%	Cc1ccc(C(=O)Nc2ccccc2C(N)=O)o1
52	12%	4%	0.3%	1	0.2%	24%	5%	-8%	-19%	COc1ccc(NC(=O)CSc2nnc(-c3ccccc3)n2Cc2ccco2)cc1OC
53	-12%	nt	nt	nt	2.4%	3%	nt	-10%	-12%	O=C(CN1CCN(C(=O)C2CCCO2)CC1)Nc1ccc(F)cc1 (stereo not given)
54	-56%	17%	-3.8%	1.1	-7.1%	41%	9%	3%	-53%	CCc1ccc(OCC(=O)N/N=C/c2cc([N+](=O)[O-])ccc2N2CCOCC2)cc1
55	11%	15%	-5.7%	1.1	1.3%	4%	11%	-10%	-24%	COc1ccc(C(CCO)NC(=O)c2cccs2)cc1OC (stereo not given)
56	10%	nt	nt	nt	-2.9%	-1%	nt	-1%	-10%	c1ccc(N2CCCCC2)c(Nc2nc3ccccc3n3cnnc23)c1
57	18%	nt	nt	nt	-0.9%	-10%	nt	-2%	-10%	CCc1cc2c(=O)n(Cc3ccco3)c(SCC(=O)NCC3CCCO3)nc2s1 (stereo not given)
58	-4%	nt	nt	nt	6.4%	40%	nt	-5%	10%	Cc1ccc2c(CN(C)Cc3cccc(Cl)c3)cc(=O)oc2c1C
59	-6%	-16%	-2.4%	1.1	5.1%	3%	-24%	-3%	3%	CSc1ccccc1NC(=O)C1CCCO1 (stereo not given)
60	20%	nt	nt	nt	-4.0%	9%	nt	-9%	-4%	Cc1onc(-c2ccccc2)c1CNC(=O)C1COc2ccccc2O1 (stereo not given)
61	3%	19%	2.6%	0.7	-2.7%	-18%[20 µM]	47%	4%	-10%	CCOC(=O)/C(C#N)=C/C=C1\C=Cc2ccccc2N1CC
62	-11%	-6%	-2.1%	1	-9.2%	-15%	1%	1%	-17%	CCOC(=O)c1ccc(S(=O)(=O)N2CCN(CC(=O)NC(=O)NC3CCCCC3)CC2)cc1
63	-28%	-3%	10%	1.1	3.3%	-38%[20 µM]	1%	-4%	-41%	COc1ccc(C(=O)/C(=C/N(C)C)S(=O)(=O)c2ccccc2)cc1
64	8%	-16%	-2.3%	1	11%	-27%	-14%	-6%	0%	O=C(NCc1ccco1)c1ccc2snnc2c1
